# TRPC4 potent = allosteric potentiators of mouse TRPC4 channel; HEK293 TRPC4beta/mu-opioid, DAMGO EC20, Fluo-4 Ca2+ flux; stronger effect = higher value; B-score at 10 µM; 310,000 compounds, 0.42% hits; Q9QUQ5;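 active means B-score of calcium response area above 5 SD of library B-scores, with initial fluorescence ratio within 5 SD of library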;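 further: B-score of integrated fluorescence ratio over time as area under calcium response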
# Target sequence (Q9QUQ5 whole entry, looked up): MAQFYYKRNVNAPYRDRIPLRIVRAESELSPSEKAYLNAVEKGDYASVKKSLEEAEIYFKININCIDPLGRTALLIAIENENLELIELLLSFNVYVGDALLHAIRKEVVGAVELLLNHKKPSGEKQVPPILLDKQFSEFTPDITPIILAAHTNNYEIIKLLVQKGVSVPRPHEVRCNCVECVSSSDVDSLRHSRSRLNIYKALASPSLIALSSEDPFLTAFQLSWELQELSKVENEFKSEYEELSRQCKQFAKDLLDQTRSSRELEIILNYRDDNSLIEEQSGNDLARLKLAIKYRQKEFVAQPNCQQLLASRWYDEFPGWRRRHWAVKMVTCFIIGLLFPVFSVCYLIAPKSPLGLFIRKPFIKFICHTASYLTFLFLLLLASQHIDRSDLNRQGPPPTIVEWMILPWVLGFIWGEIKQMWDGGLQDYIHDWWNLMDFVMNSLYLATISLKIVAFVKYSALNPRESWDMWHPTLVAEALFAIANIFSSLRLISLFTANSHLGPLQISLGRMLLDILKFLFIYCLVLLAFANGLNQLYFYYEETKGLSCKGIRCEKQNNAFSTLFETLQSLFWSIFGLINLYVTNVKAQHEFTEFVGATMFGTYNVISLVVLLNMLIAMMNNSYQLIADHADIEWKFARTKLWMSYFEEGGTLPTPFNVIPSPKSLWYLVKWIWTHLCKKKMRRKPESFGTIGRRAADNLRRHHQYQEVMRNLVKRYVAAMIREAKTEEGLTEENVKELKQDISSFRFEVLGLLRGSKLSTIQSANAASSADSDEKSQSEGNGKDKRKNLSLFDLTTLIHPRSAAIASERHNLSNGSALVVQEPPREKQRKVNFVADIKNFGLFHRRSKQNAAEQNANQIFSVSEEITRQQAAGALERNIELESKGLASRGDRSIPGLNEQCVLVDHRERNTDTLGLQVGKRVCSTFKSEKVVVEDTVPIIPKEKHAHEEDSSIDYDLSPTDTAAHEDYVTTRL
# TRPC6 inh = inhibitors of mouse TRPC6 channel; Q61143; HEK293-TRPC6, membrane potential dye, ACh-evoked depolarization; stronger effect = lower value; B-score at 10 µM; 310,000 compounds, 1.1% hits;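 active means B-score under library mean minus 3 SD, initial fluorescence not abnormally high, positive integrated signal ratio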;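 further: B-score derived from integrated fluorescence ratio over the kinetic read; more negative B-score means stronger inhibition of depolarization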
# TRPC4 act = TRPC4 (mouse) channel activation. Q9QUQ5. B-score at 10 µM. 310,000 compounds, 0.49% hits. HEK293 TRPC4beta/mu-opioid, Fluo4 calcium fluorescence; stronger effect = higher value;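 active means B-score above 5 SD of library B-scores, and initial fluorescence ratio not above library mean plus 5 SD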;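 further: positive B-score marks a calcium rise read as TRPC4 activation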
#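 Assay system: HEK293 stable line with TRPC4beta plus mu-opioid receptor. Times: dye 45 min RT, read 110 s. Measured by: kinetic Fluo4 calcium fluorescence. Measure: B score of integrated ratio. Controls: assay buffer as low control, maximal DAMGO as high control.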
# TRPC4 block = inhibitors of mouse TRPC4 channel | HEK293 TRPC4beta/mu-opioid, DAMGO-evoked Fluo4 calcium flux; stronger effect = lower value | B-score at 10 µM | 300,000 compounds, 0.39% hits | AID 2247;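 active means B-score over 3 SD under the library average, no early fluorescence shift, positive overall ratio signal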
#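 Signal: kinetic Fluo4 fluorescence imaging of calcium influx. Material: stable TRPC4beta/mu-opioid receptor HEK293 cells. Probe or stimulus: DAMGO in two steps, submaximal then maximal.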
# KLF5 inh = inhibitors of KLF5 expression. DLD-1 KLF5 promoter-luciferase reporter, luminescence. inhibition, % at 5 µM. 290,000 compounds, 0.23% hits. AID 1700;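 active means inhibition above a per-plate limit of that plate's mean compound inhibition plus 3 SD, cut at about 60% in these data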;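 further: 0% = DMSO wells and 100% = LY294002 at 200 µM; higher means less KLF5 promoter-driven luciferase light; inactives centre near -14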
# MrgX1 antag = antagonists of human MrgX1 receptor; MRGX1-HEK293 calcium flux, Fluo-4, BAM8-22 antagonism; stronger effect = lower value; B-score at 10 µM; 310,000 compounds, 1.3% hits; AID 588676;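 active means calcium-response B-score plate-corrected more than 3 library SD below zero, starting fluorescence within 5 deviations, no agonist response on first addition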;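 further: peak minus trough fluorescence over baseline after final BAM8-22 challenge near maximal dose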
# IEC-6 tox = IEC-6 cytotoxicity, counter-screen for KLF5 inhibitors; AID 1825; luminescence viability; 290,000 compounds, 0.78% hits; inhibition, % at 5 µM; in the data active means inhibition above about 22%;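 further: 0% = plate median of test compound wells and 100% = cytotoxic reference compound wells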
# HIF act = HIF pathway transcriptional activation | activation, % at 7.5 µM (by protocol) | 300,000 compounds, 0.32% hits | U2OS HRE-luciferase reporter, luminescence; normalized: DMSO 0%, desferrioxamine 100%;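 active means mean activation of at least 10% of the iron chelator positive control signal, with at least half of replicates also reaching 10%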
# aSyn 5UTR inh = MLPCN primary screen, SNCA 5' untranslated region; alpha-synuclein 5'UTR reporter, inhibitor activity; inhibition, % (tested at 7.5 µM); 300,000 compounds, 0.82% hits; AID 1813; in the data active means inhibition above about 60%;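 further: H4 neuroglioblastoma cells stably carrying SNCA 5'UTR luciferase fusion; 0% = DMSO wells and 100% = positive control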
# SKKanGAS inh = SKKanGAS growth inhibition; S. pyogenes SKKanGAS, kanamycin growth, BacTiter-Glo, 6 h; inhibition, % at 7.5 µM; 300,000 compounds, 1.3% hits; AID 1662;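 active means mean replicate score, as percent of positive control median, at least 50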;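 further: strain carries kanamycin resistance gene driven by streptokinase promoter and grows in 40 µg/ml kanamycin; loss of luminescence reflects streptokinase promoter inhibition or plain growth inhibition; 0% = median of DMSO wells and 100% = positive control at its reference dose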
# TRPC6 act = activators of mouse TRPC6 channel; Q61143; 310,000 compounds, 0.13% hits; B-score at 10 µM; HEK293-TRPC6 membrane potential dye fluorescence; stronger effect = higher value;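 active means B-score of the integrated fluorescence ratio above library mean plus 3 SD, and starting fluorescence ratio within library mean plus 5 SD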;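 further: higher score means more depolarization so channel activation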
# An asterisk follows results filed as active; i = inactive; x = not tested or not shown.
entry	Molecule	TRPC4 potent	TRPC6 inh	TRPC4 act	TRPC4 block	KLF5 inh	MrgX1 antag
1	O=C(CC1NCCNC1=O)Nc1cccc([N+](=O)[O-])c1 (stereo unspecified)	i	i	i	i	-17	i
2	CC(=O)Nc1cccc2c1C(=O)N(c1ccc(OC(C)=O)cc1)C2=O	i	i	i	i	-48	i
3	CC(=O)c1ccc(Nc2nc3ccc(C)cc3n3cnnc23)cc1	i	i	i	i	-26	i
4	COc1cccc(CSc2nc3ccccc3cc2C=O)c1	i	i	i	i	31	i
5	CC(C)(Oc1ccc(Cl)cc1)C(=O)N1CCC(C(N)=O)CC1	i	i	i	i	-3	i
6	CC(=O)Nc1ccc(NC(=O)C2C3C=CC(C3)C2C(=O)O)cc1 (stereo unspecified)	i	i	i	i	-22	i
7	CN(C)C(CNc1ccc(S(C)(=O)=O)cc1[N+](=O)[O-])Cc1ccccc1 (stereo unspecified)	i	-5.1*	i	i	-8	i
8	CC(C)(CSc1nncn1N)NS(=O)(=O)c1ccc(Cl)cc1	i	i	i	i	-1	i

entry	IEC-6 tox	HIF act	aSyn 5UTR inh	SKKanGAS inh	TRPC6 act
1	-1	1.8	-17	4	i
2	-4	0.3	-5	x	i
3	-6	0.8	-27	3	i
4	7	0.5	71*	13	i
5	0	-0.1	1	-3	i
6	8	1.7	8	4	i
7	2	-0.1	-4	-3	i
8	3	-0.1	-6	0	i

# Three entries from above, with tabs.
no.	SMILES	TRPC4 potent	TRPC6 inh	TRPC4 act	TRPC4 block	KLF5 inh	MrgX1 antag	IEC-6 tox	HIF act	aSyn 5UTR inh	SKKanGAS inh	TRPC6 act
1	O=C(CC1NCCNC1=O)Nc1cccc([N+](=O)[O-])c1 (stereo unspecified)	i	i	i	i	-17	i	-1	1.8	-17	4	i
2	CC(=O)Nc1cccc2c1C(=O)N(c1ccc(OC(C)=O)cc1)C2=O	i	i	i	i	-48	i	-4	0.3	-5	x	i
3	CC(=O)c1ccc(Nc2nc3ccc(C)cc3n3cnnc23)cc1	i	i	i	i	-26	i	-6	0.8	-27	3	i

# Sorted by heavy-atom count (ascending): some entries from above
entry	Molecule	TRPC4 potent	TRPC6 inh	TRPC4 act	TRPC4 block	KLF5 inh	MrgX1 antag
1	O=C(CC1NCCNC1=O)Nc1cccc([N+](=O)[O-])c1 (stereo unspecified)	i	i	i	i	-17	i
4	COc1cccc(CSc2nc3ccccc3cc2C=O)c1	i	i	i	i	31	i
6	CC(=O)Nc1ccc(NC(=O)C2C3C=CC(C3)C2C(=O)O)cc1 (stereo unspecified)	i	i	i	i	-22	i
3	CC(=O)c1ccc(Nc2nc3ccc(C)cc3n3cnnc23)cc1	i	i	i	i	-26	i
2	CC(=O)Nc1cccc2c1C(=O)N(c1ccc(OC(C)=O)cc1)C2=O	i	i	i	i	-48	i
7	CN(C)C(CNc1ccc(S(C)(=O)=O)cc1[N+](=O)[O-])Cc1ccccc1 (stereo unspecified)	i	-5.1*	i	i	-8	i

entry	IEC-6 tox	HIF act	aSyn 5UTR inh	SKKanGAS inh	TRPC6 act
1	-1	1.8	-17	4	i
4	7	0.5	71*	13	i
6	8	1.7	8	4	i
3	-6	0.8	-27	3	i
2	-4	0.3	-5	x	i
7	2	-0.1	-4	-3	i

# (next part)
entry	Molecule	TRPC4 potent	TRPC6 inh	TRPC4 act	TRPC4 block	KLF5 inh	MrgX1 antag
9	COc1ccc(CN2CCN(Cc3ccccc3C(F)(F)F)CC2)c(OC)c1	i	i	i	i	-23	i
10	O=C(OCc1cccc(C(F)(F)F)c1)c1ccc[nH]c1=O	i	i	i	i	-21	i
11	CCCc1cc(-c2nc(-c3ccc(Br)cc3)cs2)ccn1	i	i	i	i	-9	i
12	CCOC(=O)Cc1csc(NC(=O)CSc2nnc(Cc3csc(N)n3)n2C)n1	i	i	i	i	-29	i
13	COc1c(F)c(F)c(C(=O)O)c(Nc2ccccc2)c1F	i	i	i	i	-2	i
14	COc1ccc(C(=O)Cc2ccc(OC)c(OC)c2)cc1	i	i	i	i	-29	i
15	Cc1ccc(N2CC(C(=O)N3CCN(c4ccccc4)CC3)CC2=O)cc1 (stereo unspecified)	i	i	i	i	-10	i
16	COc1ccc(NC(=O)CSc2nc3ccccc3nc2N2CCCC2)c(OC)c1	i	i	i	i	3	i

entry	IEC-6 tox	HIF act	aSyn 5UTR inh	SKKanGAS inh	TRPC6 act
9	6	0.1	16	7	i
10	-4	0.3	8	3	i
11	6	1.3	-12	7	i
12	1	-0.2	16	-8	i
13	-9	-0.6	39	3	i
14	1	1.9	-109	-8	i
15	4	-0.6	30	1	i
16	-10	0.0	-1	-1	i

# Later entries:
entry	Molecule	TRPC4 potent	TRPC6 inh	TRPC4 act	TRPC4 block	KLF5 inh	MrgX1 antag
17	O=C(Nc1ccccc1)N1CCCC2CCCCC21 (stereo unspecified)	i	i	i	i	-106	i
18	CCCNc1ccc(S(=O)(=O)N(CC)CC)cn1	i	i	i	i	-1	i
19	CC(=O)c1cccc(NC(=O)c2ccc(CN3CCc4ccccc4C3)cc2)c1	i	i	i	i	-47	i
20	O=C(Nc1ccc(-c2ccc3nncn3n2)cc1)C1CCCCC1	i	i	i	i	-36	i
21	CCOc1ccccc1-c1nnc(SCC(=O)Nc2ccccc2)o1	x	x	x	x	-54	i
22	COCCn1cnc2c1c(=O)[nH]c(=O)n2Cc1ccccc1	i	i	i	i	-27	i
23	Cc1ccc(NC(=S)N2CCCC2)cc1Cl	i	i	i	i	-21	i
24	COc1ccc(NS(=O)(=O)c2cccc(Cl)c2)cc1S(=O)(=O)N1CCCCC1	i	i	i	i	1	i

entry	IEC-6 tox	HIF act	aSyn 5UTR inh	SKKanGAS inh	TRPC6 act
17	1	2.2	-125	2	i
18	-2	-0.7	-6	-4	i
19	4	0.4	-55	5	i
20	13	0.4	-25	-4	i
21	-7	0.3	-49	5	x
22	1	-0.2	5	3	i
23	-8	x	x	x	i
24	4	-0.5	7	-2	i
